ALOX12 inh – blocks human arachidonate 12S-lipoxygenase | P18054 | Potency, µM (top dose mostly 108 µM), without a hit: at the highest dose activity change, negative = inhibition, hits mostly inhibitors | AID 1671190 | 580,000 tested, 1.1% active | purified 12hLO, xylenol orange hydroperoxide absorbance; active means well fitted inhibition curve with a large enough effect; inconclusive means small, poorly fitted or top-dose-only effect, or another doubt; inactive means no such curve, though single readings can be large or run the other way
Target sequence (P18054 whole entry, looked up): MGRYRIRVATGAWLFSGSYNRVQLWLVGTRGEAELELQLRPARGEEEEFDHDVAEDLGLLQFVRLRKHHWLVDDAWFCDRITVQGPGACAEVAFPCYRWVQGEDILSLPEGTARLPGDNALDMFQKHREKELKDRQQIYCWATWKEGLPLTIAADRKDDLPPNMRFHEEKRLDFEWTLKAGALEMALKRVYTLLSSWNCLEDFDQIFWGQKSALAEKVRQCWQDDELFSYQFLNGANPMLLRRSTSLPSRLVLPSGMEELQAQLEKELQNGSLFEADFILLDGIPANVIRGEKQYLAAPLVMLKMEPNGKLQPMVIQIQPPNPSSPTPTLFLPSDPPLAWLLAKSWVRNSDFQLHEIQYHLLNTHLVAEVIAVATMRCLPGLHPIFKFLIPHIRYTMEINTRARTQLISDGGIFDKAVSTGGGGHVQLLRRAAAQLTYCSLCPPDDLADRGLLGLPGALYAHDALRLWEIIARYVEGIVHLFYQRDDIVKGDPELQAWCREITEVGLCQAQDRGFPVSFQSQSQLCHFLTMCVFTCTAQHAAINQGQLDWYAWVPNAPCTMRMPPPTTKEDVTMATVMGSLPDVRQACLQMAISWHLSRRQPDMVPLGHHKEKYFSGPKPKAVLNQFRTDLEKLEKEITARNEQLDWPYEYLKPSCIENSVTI
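Hydroperoxide product was detected by ferrous iron/xylenol orange as the 573 to 405 nm absorbance ratio. Arachidonic acid at 40 uM (final) was turned over for 30 min at room temperature by 150 nM human 12hLO, pH 7.0 Hepes buffer, after 15 min compound preincubation.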
Active calls of the source: *; ? = inconclusive; [ ] = remark or other dose. On the % scale 0 is the no-effect control and ±100 the full control effect; potency means the concentration at half of the fitted maximal effect. An excerpt; the hit share may differ from the screen's.

ALOX12 inh,structure
8%,CCCCCn1c(C)c(CC(=O)Nc2ccc(Oc3cccnc3)c(C)c2)c2ccccc21
15%,O=C(Cc1ccsc1)NCC1CCCCC(=O)N1 (stereo unspecified)
-2%,CCOC(=O)Nc1ccccc1
8%,CSc1nc2c(=O)[nH]cnc2s1
6%[176 µM],c1cncc(-c2cc(-c3cccc4cc[nH]c34)cn3cncc23)c1
23%,CC(C)[C@@H]1CN(C(=O)CCn2ccc(=O)[nH]c2=O)C[C@H]1NC(=O)N(C)C
10%,COCCN(Cc1cnn(C)c1)C(=O)c1ccc2nc(C)cn2c1
?,COC(=O)C1C(=O)C(C(=O)/C=C/c2ccco2)C(=O)CC1(C)C (stereo unspecified)
-25%,Cc1ccc(CNc2nc(-c3ccco3)nn2S(C)(=O)=O)o1
10%,COCC(=O)N(C1CCOCC1)C1CCN(C(=O)c2cccc(OC)c2)CC1
21%,O=C(NCCc1cccnc1)c1cccc(F)c1
9%,CCCOc1ccc(C(=O)NCC2CCCO2)cc1Br (stereo unspecified)

The list continues:
ALOX12 inh,structure
4%,COc1ccccc1NC(=O)CC1CCCN(c2cnn(CC3CC3)c(=O)c2)C1 (stereo unspecified)
2%,CN(C(=O)CNC(=O)NC(Cc1c[nH]c2ccccc12)C(=O)O)c1ccccc1 (stereo unspecified)
84%[activator],CCCc1nc(C(=O)N2CCOCC(O)(CN3CCCC3)C2)cs1 (stereo unspecified)
-42%,Cc1cccc(-c2cc(C(=O)NCC3CCCO3)c3ccccc3n2)c1 (stereo unspecified)
26%,O=C(NCc1ccc(F)cc1)c1nc(-c2cccc(F)c2)c2cnccn12
-14%,Cc1ccc(NC(=O)N2CCC(Oc3ncccc3C(=O)N(C)C)C2)c(C)c1 (stereo unspecified)
21%,CCc1ccc(C(=O)NC2CCN(c3cc(-c4ccccc4)[nH]n3)CC2)cc1
40µM*,CNC(=O)c1cccc(NC(=O)c2cc(C3CC3)nc3ccccc23)c1
22%,CCN(CC)c1ccc(S(=O)(=O)N(CC)CC)cc1NC(=S)Nc1cccnc1
-54%,CC(C)c1ccc(-n2nnnc2C2(Nc3ccccc3)CCCCC2)cc1
3%,CC(=O)c1cc(Br)ccc1OCC(=O)N1CCN(C(=O)c2cccs2)CC1
42%[activator],CC(C)c1ccc(CCCN)cc1

Continued:
ALOX12 inh,structure
27%,CCN(CC)C(=O)c1cc2c(s1)CCC(C(=O)Nc1ccc(OC)c(F)c1)C2 (stereo unspecified)
-30%,O=C(NC1CCS(=O)(=O)C1)c1cc(-c2ccco2)on1 (stereo unspecified)
1%,O=C(CN1CCCCC1)Nc1oc2ccccc2c(=O)c1-c1ccc(Cl)cc1
-1%,Cc1ccc(Cl)cc1N1CCN(Cc2nc3c(c(=O)n(C)c(=O)n3C)n2CCCO)CC1
14%,CNC(=O)COC(=O)c1c(C)c(-c2ccccc2)nc2ccccc12
-24%,COC(=O)c1ccc(OC(=O)c2cc(Cl)ccc2Cl)cc1
32%[activator],c1ccc(CN2CCc3c(sc4ncnc(N5CCOCC5)c34)C2)cc1
-19%,Cc1cc(C)n2c(NC3CCCCC3)c(-c3ccccn3)nc2n1
5%[6.33 µM],O=C1NCc2ccccc2CC12CCCN2Cc1c(F)cccc1F (stereo unspecified)
-30%,CS(=O)(=O)Nc1cccc(-c2nc(Nc3ccccc3)c3ccccc3n2)c1
?,Cc1cc(=O)n(CC(=O)Nc2ccc(Br)cc2)c(N2CCc3ccccc3C2)n1
11µM*,N#Cc1ccc(C(=O)/C=C/c2cc3ccccc3nc2N2CCOCC2)cc1

(continued)
ALOX12 inh,structure
5%,COC(=O)[C@@H]1C[C@H](NC(=O)c2ccccc2C(F)(F)F)CN1Cc1cccc(O)c1
?,OC[C@H]1C[C@@H](NCc2cccnc2)[C@H](O)[C@@H]1O
19%,COc1ccc(C2Cn3nnc(C(=O)N4CCC(C(=O)NC(C)C)CC4)c3CO2)cc1 (stereo unspecified)
34%[activator],COCCn1ccc2nc(C)c(C(=O)N3CCN(c4ccccc4)CC3)cc2c1=O
1%,O=C(c1nn(-c2ccccc2)c(=O)c2ccccc12)N1CCN(CCN2CCCC2)CC1
?,Nc1nc2c(c(=O)[nH]1)N(C=O)[C@H](CNc1ccc(C(=O)N[C@@H](CCC(=O)O)C(=O)O)cc1)CN2
14%,Cc1cccc(Cl)c1NC(=O)N1CCC2(CC1)C(C(=O)O)CC(=O)N2C (stereo unspecified)
?,O=C(NC1CCCc2ccccc21)c1ccsc1 (stereo unspecified)
?,NC1CCN(C2CCS(=O)CC2)CC1 (stereo unspecified)
?,O=C(c1ccco1)N1CCC[C@@]2(CCN(c3ccccc3)C2)C1
?,CCOc1cccc(/C(O)=C2\C(=O)C(=O)N(CCOC)C2c2cccnc2)c1 (stereo unspecified)
?,CS(=O)(=O)CCC(NS(=O)(=O)/C=C/c1ccccc1)C(=O)O (stereo unspecified)

Part of the list above in order of count of non-hydrogen atoms, lowest first:
ALOX12 inh,structure
?,O=C(NC1CCCc2ccccc21)c1ccsc1 (stereo unspecified)
?,CS(=O)(=O)CCC(NS(=O)(=O)/C=C/c1ccccc1)C(=O)O (stereo unspecified)
?,O=C(c1ccco1)N1CCC[C@@]2(CCN(c3ccccc3)C2)C1

(listing goes on)
ALOX12 inh,structure
0%,O=[S+]([O-])(NCC1CN(Cc2ccc(O)cc2)CC12CN(c1ccccc1)C2)c1ccccc1 (stereo unspecified)
-29%,CC(C)Cc1nnc(NC(=O)c2ccc3c(ccn3C)c2)s1
12%[176 µM],COc1ncccc1Nc1cnc2ccc(N(C)Cc3ccc(F)cc3)nn12
-4%,CCCc1nc2ccccc2c(C(=O)OCC(=O)NC(C)(C)C)c1CC
-8%,CC(C)C[C@H]1CN([C@@H](Cc2ccccc2)CN2CCC[C@H]2CN2C(=O)C(=O)NC[C@@H]2Cc2ccc(O)cc2)C(=O)C(=O)N1CCc1ccccc1
6%,O=C1CCN(S(=O)(=O)c2ccc3c(c2)CCC3)CCCC(c2nc(-c3cccnc3)no2)CCN1 (stereo unspecified)
11%,COc1ccc(Cl)cc1-c1cc2c(c(OC)c1)OCCN(Cc1cccn1-c1nccs1)C2
37%[activator][176 µM],Cc1cc(Cl)ccc1-c1ccc(CN)cc1
12%,Cc1cc(C)c2c(=O)cc(C(=O)Nc3cccnc3)oc2c1
27%,O=C(NC1CCCCC1)[C@@H]1C[C@@H](O)CN1C1CCN(C(=O)c2ccc(Cn3ccnc3)o2)CC1
-13%,CCC[C@@H]1CN(S(=O)(=O)c2ccc(OC(F)F)cc2)C[C@H]1N(C)C
-6%,CCCCOc1ccc(NC(=O)c2cccc(C)c2)c2cccnc12

Going on with the list.
ALOX12 inh,structure
?,COc1cccc(OC)c1OCCNC[C@@H]1COc2ccccc2O1
-21%,CC(C)Oc1ccc2c(NC(=O)c3cocn3)nn(CC(F)(F)F)c2c1
-5%,O=C1CCN(C(=O)c2ccccc2)CCCC(C(=O)Nc2ccccc2CCc2ccncc2)CCN1 (stereo unspecified)
-24%,CO[C@@H]1CN(C)C(=O)c2ccc(NC(=O)C3CCCC3)cc2OC[C@@H](C)N(Cc2ccc(F)cc2)C[C@H]1C
?,CC(C)CN(C(=O)Cc1c[nH]c2ccccc12)c1nc2ccccc2s1
66%[activator],O=C(NCc1ccc(Cl)s1)C1CCCN(C2CCN(C(=O)C3CC3)CC2)C1 (stereo unspecified)
-2%[6.33 µM],CC(C)NC(=O)c1nc(-c2ccc(Cl)cc2Cl)c2ccccn12
-5%,Nc1nc(C2CC(O)C2)cc(N2CCC(CCN3CCCC3=O)CC2)n1 (stereo unspecified)
?,COc1ccc(-c2nnc(SCCOc3ccc(Cl)cc3Cl)n2C(C)C)cc1
88%[activator],COc1ccc2nc(CNC(=O)C3CCN(C(=O)C4CCC4)CC3)[nH]c2c1
30%,Cc1ccsc1C(=O)N1CCC2(CC1)CC(N(Cc1ccccc1)C1CC1)CCO2 (stereo unspecified)
-8%,C=CCn1c(-n2nc(C)c(C)c2C)nc2c1c(=O)n(CCN1CCCCC1)c(=O)n2C

(list continues)
ALOX12 inh,structure
84%[activator],O=C(NCc1cccnc1)[C@@H]1C[C@@H](O)CN1C1CCN(C(=O)CN2CCCCCC2)CC1
?,CC1CN(C)CCC1NC(=O)Cc1cccc(C(F)(F)F)c1 (stereo unspecified)
67%[activator],Cc1cnc(-c2ccccc2)n1CC1CCN(C(=O)C(C)c2ccccc2)CC1 (stereo unspecified)
2%,COc1cccc(CN(C(=O)c2oc3c(C)c(C)ccc3c2C)C2CCS(=O)(=O)C2)c1 (stereo unspecified)
51%[activator],CN1CC(=O)N(CC(=O)N[C@@H]2COCC[C@@H]2OCc2cscn2)C1=O
30%[activator],CN(C)CCNC(=O)c1cccnc1N1CC2CC(C1)[C@H]1CCCC(=O)N1C2 (stereo partly specified)
?,COc1ccc(C(CNC(=O)CN2CCNC(=O)C2)c2c[nH]c3ccccc23)cc1 (stereo unspecified)
-18%,OCC1(CC2CC2)CCCN(Cc2noc(C3CC3)n2)C1 (stereo unspecified)
-5%,CNc1snc(C)c1C(=O)N(C)CCOc1ccccc1
14%,CN1CCN(CC(=O)N2CCCCC2)CC12CCC(=O)N(CC1CC1)CC2 (stereo unspecified)
2%,CN(CC(=O)NCC(F)(F)F)Cc1ccccc1
8%,COc1cccc(C2=NS(=O)(=O)N(C)C(C(=O)Nc3ccn(Cc4ccc(C)cc4)n3)=C2)c1

The results go on.
ALOX12 inh,structure
2%,O=C(Cn1nc(N2CCCCC2)c2ccccc2c1=O)Nc1ccc2c(c1)OCCO2
-2%,O=C(C1=NOC2(C1)C(=O)N(Cc1ccccc1)c1ccccc12)N1CCOCC1 (stereo unspecified)
-6%,O=C(c1ccc2oc(-c3cccc(F)c3)nc2c1)N1CCCCC1CCO (stereo unspecified)
3%,C[C@@H](C(=O)N1CCN(c2cccc(Cl)c2)CC1)n1cnc2ccccc2c1=O
31%[activator],COCCC(=O)N1CCC2(CC1)C(OC)CN2c1cccc(F)c1 (stereo unspecified)
55%[activator],O=S(=O)(c1ccccc1)N1CCC(OC2CCN(Cc3cccnc3)CC2)CC1
12%,CCOc1ccc(C(=O)NC2CCc3n[nH]c(=O)n3CC2)cc1OCC (stereo unspecified)
57%[activator],O=C(CCC[C@@H]1[C@H]2CCCN3CCC[C@@H](CN1C(=O)c1ccccc1)[C@@H]23)Nc1ccc(F)cc1F
19%,CNC(=O)[C@@H]1C[C@H](Oc2cccnc2)CN1S(=O)(=O)c1ccc2c(c1)CCC2
43%,OC1(CNC2CCN(Cc3cc(F)cc(F)c3)CC2)CNCCOC1 (stereo unspecified)
-39%,Cc1noc2nc(-c3ccccc3F)cc(C(=O)NCc3ccccc3)c12
51%[activator],CCn1cc(C(=O)N2C[C@@H](CO)[C@H](c3ccccn3)C2)cn1

More entries.
ALOX12 inh,structure
?,N#Cc1ccc(CN2CCC(N3Cc4cccn4C3=O)CC2)cc1
?,COC(=O)CNC(=O)COC(=O)c1cc(=O)c2ccccc2o1
?,CCCCC[C@H](C)N1C[C@H](COCc2ccccc2)Oc2cc(N3CC[C@@H](N(C)C)C3)ccc2S1(=O)=O
166%[activator],O=C1NCCCCCCN(Cc2ccncc2)[C@@H]2CN(Cc3ccccn3)CC[C@H]12
38%[activator],CCCCNC(=O)CC1CCN(c2ccnc(NCC)n2)CC1
4%,COc1cc2c(cc1OC)OC(C)(C)C=C2
65%[activator],CCc1nc(NC(CCn2cncn2)c2ccccc2)c2cnn(C)c2n1 (stereo unspecified)
4%,Cc1cc(Cl)ccc1NC(=O)C1CCN(C(=O)c2ncn3c2COC(c2ccc(F)cc2)C3)CC1 (stereo unspecified)
91%[activator],O=C(C1CC1)N1CCC(c2nc(-c3ccc4nc[nH]c4c3)no2)CC1
?,O=c1c(-c2ccc(O)cc2)coc2cc(OC3O[C@H](CO)[C@H](O)[C@H](O)[C@H]3O)cc(O)c12 (stereo partly specified)
-17%,Cc1ccc(C2(C)NC(=O)N(Cc3coc(-c4cccs4)n3)C2=O)cc1 (stereo unspecified)
?,Cc1ccc(-c2nc(CS(=O)Cc3ccccc3)co2)cc1 (stereo unspecified)
16%,CN(CCO)c1ccc2c(c1)Oc1ccccc1CN(Cc1cn(Cc3ccc(C(F)(F)F)cc3)nn1)S2(=O)=O
-10%,COc1ccc2c(c1)[C@@H](NC(C)=O)[C@H](C)[C@@H](c1ccccc1)N2C(=O)Nc1ccc(C(F)(F)F)cc1

In the list so far, these contain an aryl methoxy group:
ALOX12 inh,structure
10%,COCC(=O)N(C1CCOCC1)C1CCN(C(=O)c2cccc(OC)c2)CC1
4%,COc1ccccc1NC(=O)CC1CCCN(c2cnn(CC3CC3)c(=O)c2)C1 (stereo unspecified)
27%,CCN(CC)C(=O)c1cc2c(s1)CCC(C(=O)Nc1ccc(OC)c(F)c1)C2 (stereo unspecified)
19%,COc1ccc(C2Cn3nnc(C(=O)N4CCC(C(=O)NC(C)C)CC4)c3CO2)cc1 (stereo unspecified)
12%[176 µM],COc1ncccc1Nc1cnc2ccc(N(C)Cc3ccc(F)cc3)nn12
11%,COc1ccc(Cl)cc1-c1cc2c(c(OC)c1)OCCN(Cc1cccn1-c1nccs1)C2
?,COc1cccc(OC)c1OCCNC[C@@H]1COc2ccccc2O1
?,COc1ccc(-c2nnc(SCCOc3ccc(Cl)cc3Cl)n2C(C)C)cc1
88%[activator],COc1ccc2nc(CNC(=O)C3CCN(C(=O)C4CCC4)CC3)[nH]c2c1
2%,COc1cccc(CN(C(=O)c2oc3c(C)c(C)ccc3c2C)C2CCS(=O)(=O)C2)c1 (stereo unspecified)
?,COc1ccc(C(CNC(=O)CN2CCNC(=O)C2)c2c[nH]c3ccccc23)cc1 (stereo unspecified)
8%,COc1cccc(C2=NS(=O)(=O)N(C)C(C(=O)Nc3ccn(Cc4ccc(C)cc4)n3)=C2)c1
4%,COc1cc2c(cc1OC)OC(C)(C)C=C2
-10%,COc1ccc2c(c1)[C@@H](NC(C)=O)[C@H](C)[C@@H](c1ccccc1)N2C(=O)Nc1ccc(C(F)(F)F)cc1

High-throughput results as filed in PubChem BioAssay.
